# Screening results: PubChem BioAssay, National Center for Advancing Translational Sciences (NCATS)
# TRHR PAM: allosterically enhances the human TRH receptor; P34981; TRHR cells, fluo-8 calcium fluorescence, EC20 TRH enhancement; enhancement, % at 2 µM; hit rate 0.66% among 360,000; in the data active = enhancement above about 30%; also: 0% is about no effect
#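 Enhancer read-out: after compound pinning and an initial kinetic agonist-mode read, an EC20 of TRH (10 nM final) was injected and fluo-8 calcium signal (Ex 480/Em 530) followed at 1 s/cycle for 100 cycles in TRHR-expressing cells.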
# RXFP1 ag: activates the human relaxin receptor RXFP1; HEK293T-RXFP1 cAMP TR-FRET, 30 min; response scale: percent of porcine relaxin response, buffer zero; Potency, µM (series often up to 57.5 µM), for the others: at the highest dose activation, hits mostly activators; hit rate 0.3% among 370,000; AID 2676; active = well fitted activation curve with a large enough effect; inconclusive = small, poorly fitted or top-dose-only effect; also: potency is read from the fitted curve at half-maximal effect; % is scaled to controls: 0 for no effect and ±100 for the full control effect; nearly all actives have a fitted effect of over 60% in size; many of its hits are not listed in these tables
#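 Agonist response is measured as cAMP accumulation in an RXFP1-transfected HEK293T line under PDE4 inhibition. Values are scaled between buffer-only and 29 nM porcine relaxin, and EC50s come from standard Hill equation fits.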
# D2 ag: D2 dopamine receptor (human) agonism | P14416 | HEK293 T-REx D2 cells, calcium flux agonist mode | activation, % at 2 µM | hit rate 0.53% among 340,000 | AID 485358;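 active = activation over 3 SD above normal in the single-dose calcium agonist read, cut at about 30% in these data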; also: 0% is about no effect
# Target sequence (P14416 whole entry, looked up): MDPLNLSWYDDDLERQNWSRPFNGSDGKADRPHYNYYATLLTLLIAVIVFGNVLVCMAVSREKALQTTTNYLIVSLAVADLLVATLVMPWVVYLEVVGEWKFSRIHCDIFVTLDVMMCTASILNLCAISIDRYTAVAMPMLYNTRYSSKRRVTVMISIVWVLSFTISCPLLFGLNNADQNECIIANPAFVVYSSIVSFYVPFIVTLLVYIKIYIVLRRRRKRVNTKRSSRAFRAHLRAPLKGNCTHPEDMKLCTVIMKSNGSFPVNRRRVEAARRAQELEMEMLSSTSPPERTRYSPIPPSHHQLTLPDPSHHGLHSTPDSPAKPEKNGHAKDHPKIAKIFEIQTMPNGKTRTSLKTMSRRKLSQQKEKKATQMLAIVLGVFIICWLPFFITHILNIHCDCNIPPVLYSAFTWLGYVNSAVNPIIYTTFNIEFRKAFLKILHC
#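 HEK293 Trex D2 cells, tetracycline-induced, o/n 30 C 5% CO2; no-wash Ca dye, RT 30–90 min; 10-cycle baseline, 23 nl cpd added, kinetic Ca read 180 s; agonist hits = positive Ca response.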
# D1 antag: human D1 dopamine receptor antagonism; P21728; HEK293 TREx D1 cells, calcium flux, dopamine EC80; active compounds read low; activity change, negative = inhibition, % at 10 µM; hit rate 3.2% among 360,000; in the data active = activity change below about -30%; also: % is scaled to controls: 0 for no effect and ±100 for the full control effect
# Target sequence (P21728 whole entry, looked up): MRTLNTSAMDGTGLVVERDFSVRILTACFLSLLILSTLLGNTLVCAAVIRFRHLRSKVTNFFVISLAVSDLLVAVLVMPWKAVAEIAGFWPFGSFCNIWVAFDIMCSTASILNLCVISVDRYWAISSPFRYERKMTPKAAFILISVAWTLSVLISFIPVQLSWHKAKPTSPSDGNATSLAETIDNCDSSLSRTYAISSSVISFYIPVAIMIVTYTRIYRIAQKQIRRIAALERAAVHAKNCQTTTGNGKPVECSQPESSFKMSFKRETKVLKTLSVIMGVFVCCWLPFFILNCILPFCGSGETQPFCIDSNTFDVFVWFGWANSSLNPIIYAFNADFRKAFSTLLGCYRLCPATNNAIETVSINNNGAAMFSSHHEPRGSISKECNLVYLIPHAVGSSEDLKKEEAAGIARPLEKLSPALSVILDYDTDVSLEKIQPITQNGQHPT
#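 Compound effects on dopamine-evoked calcium signalling were measured in tetracycline-induced HEK293 Trex D1 cells. Dopamine at EC80 followed a 180 s compound pre-read, and fluorescence was tracked kinetically for 180 s more.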
# RXFP1 antagonist: antagonists of human relaxin receptor RXFP1; Q9HBX9; HEK293-RXFP1, relaxin-stimulated cAMP HTRF, 30 min; active compounds read low; activity change, negative = inhibition, % at 57.5 µM; hit rate 0.59% among 350,000; AID 1259400;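 active = activity change of -60% or lower, but not beyond a set lower limit; inconclusive = change between -60% and -40%, or beyond the set limit; inactive = change above -40%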; also: % is scaled to controls: 0 for no effect and ±100 for the full control effect
# D2 potentiator: positively modulates the human D2 dopamine receptor allosterically. potentiation, % at 10 µM. HEK293 T-REx D2, calcium flux, EC20 dopamine potentiation. P14416. hit rate 0.34% among 340,000;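 active = potentiation over 3 SD above the plate norm, cut at about 30% in these data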; also: 0% is about no effect
#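 Potentiation of an EC20 dopamine calcium response is measured in a force-coupled, tetracycline-inducible Hek293 Trex D2 line. Compound-only kinetic reads over 180 s flag agonists before dopamine addition.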
# D1 agonist: activates the human D1 dopamine receptor. HEK293 T-REx D1 cells, calcium flux, agonist mode. hit rate 1% among 360,000. P21728. activation, % at 2 µM; in the data active = activation above about 30%; also: 0% is about no effect
#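 Tetracycline-induced HEK293 TREx D1 cells, force-coupled to calcium signalling, were dye-loaded with a no-wash calcium kit. Compound was pin-added after a 10 s baseline. Fluorescence was read kinetically at 1 cycle/s for 180 s, with calcium rises flagged as agonism.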
# D2 antag: antagonizes the human D2 dopamine receptor | HEK293 TREx D2 cells, calcium flux, dopamine EC80 | inhibition, % at 10 µM | hit rate 2% among 340,000; in the data active = inhibition above about 30%; also: 0% is about no effect
#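 Cells plated overnight at 30 C with tetracycline; no-wash calcium dye, 30–90 min RT; 10 s baseline; compound pinned; 180 s read; EC80 dopamine added; another 180 s read.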
# D1 PAM: enhances dopamine response at the human D1 receptor; P21728; HEK293 TREx D1 cells, calcium flux, dopamine EC20 potentiation; potentiation, % at 10 µM; hit rate 0.036% among 360,000; in the data active = potentiation above about 30%; also: 0% is about no effect
# * marks the source's active call; other numbers are inactive results; ? = inconclusive; / = no result given; & = joins results of further samples. The list is partial (hit frequency here may not be typical).
Molecule	TRHR PAM	RXFP1 ag	D2 ag	D1 antag	RXFP1 antagonist	D2 potentiator	D1 agonist	D2 antag	D1 PAM
CCC(Oc1ccccc1)C(=O)NC1CCCCCC1 (stereo not given)	2	0.7%	-0.2	3	-1	-19	2	-10	-6
O=C1CNC(=S)N1c1nc2ccccc2s1	1	5.4%	0.2	-10	-14	6	3	3	4
Cc1c(Cl)cccc1NC(=O)Cn1c(=O)cc(C)c2c(C)nn(-c3cccc(F)c3)c21	-5	17%	0.8	20	2	-7	1	/	-2
C=CCn1c(SCC(=O)Nc2cc(NC(C)=O)ccc2OC)nnc1-c1ccccn1	10	2.2%	0.8	-1	-8	-6	2	2	-4
O=C(COc1ccccc1)N1CCCCCCC1	0	-0.2%	-0.6	3	-5	10	4	-8	-2
CC(C)(C)OC(=O)NCCCCCc1nnc(SCc2ccc(F)cc2)o1	-1	-1.0%	0.6	-15	-21	-5	11	9	1
O=C(/C=C\NCC(=O)c1ccccc1)c1ccccc1	-2	-5.0%	0.2	9	-16	-6	6	1	-7
CCN(CC)S(=O)(=O)c1cc(NC(=O)C2Cc3ccccc3C(=O)O2)ccc1C (stereo not given)	-9	-0.5%	-0.5	-14	-1	-4	6	-1	-3
COC(=O)[C@@]12CCCCN1[C@H](c1ccc(-c3cccc(Cl)c3)c(OC)c1)[C@H]1C(=O)N(C)C(=O)[C@H]12	0	-0.4%	-0.2	6	/	-19	4	-5	-4
CSc1ncccc1C(=O)OCC(=O)NC1CC1	1	0.4%	0.3	-6	-18	3	9	0	-4
CCOc1ccc(N/C(=N/c2nc(C)cc(C)n2)NC(=O)CC)cc1	-2	-1.4%	-0.5	-17	4	-3	1	10	-1
CC1C=CCC2C(=O)N(c3cc(Cl)ccc3O)C(=O)C12 (stereo not given)	-3	-0.6%	0.4	6	-1	2	1	-5	0

# Other entries
Molecule	TRHR PAM	RXFP1 ag	D2 ag	D1 antag	RXFP1 antagonist	D2 potentiator	D1 agonist	D2 antag	D1 PAM
COc1cc(/C=C2/C(=N)N3C(c4ccccc4)=CSC3=NC2=O)ccc1OCC(=O)O	0	-1.3%	0.3	9	-12	-1	5	-3	-13
Cc1cccnc1NC(=O)c1ccc(COc2ccccc2)o1	20	0.0%	0.3	0	-6	12	3	-23	-1
COc1cc2c(cc1OC)C(COc1ccc3c(C)cc(=O)oc3c1)N(C(=O)c1ccccc1C)CC2 (stereo not given)	1	3.6%	-0.8	1	2	/	3	/	-1
CCOc1ccc(NC(=O)c2sc3nc4n(c(=O)c3c2C)CCC4)cc1	3&17	?	0.2&-0.2	-12&-4	7&0	2&6	5&0	1	-2&3
COc1ccc2nc(N=Nc3ccc(O)c4ccccc34)sc2c1	-3	0.6%	-0.2	7	6	2	1	-14	-8
Cc1cccc(NC(=O)c2ccc(OCC3CCCO3)cc2)c1C (stereo not given)	2	6.5%	-0.3	11	-8	3	4	0	0
Cc1cccc2sc(N(CCCN(C)C)C(=O)c3cc4ccccc4oc3=O)nc12	9	0.6%	1.0	0	-18	-26	18	-14	-5
CCOCCSc1nnc2nc(C)cc(C)n12	-3	1.3%	0.6	13	-6	-9	1	0	0
Cc1onc(-c2c(F)cccc2Cl)c1C(=O)NCC1COc2ccccc2O1 (stereo not given)	4	0.5%	-0.6	-5	10	2	1	-3	1
CCN(CC(=O)NCc1cccs1)C(=O)c1cc(S(=O)(=O)NCc2ccccc2)ccc1C	-2	0.4%	0.0	0	6	1	7	12	-2
CSc1nnc(Cc2sc(-c3ccccc3)nc2-c2ccccc2)o1	-16	5.5%	-0.2	0	-17	1	7	7	5
Cc1ccc(NC(=O)CN(C)C(=O)c2cccc(-n3cccc3)c2)cc1	0	0.6%	0.4	-40*	-15	-7	0	5	-8

# Continuation:
Molecule	TRHR PAM	RXFP1 ag	D2 ag	D1 antag	RXFP1 antagonist	D2 potentiator	D1 agonist	D2 antag	D1 PAM
O=C(NCCCN1CCCC1)C1CCN(C(=O)c2cc3sccc3n2Cc2ccc(F)cc2)CC1	1	-0.9%	0.6	4	2	-14	2	5	-3
Cn1nc([N+](=O)[O-])nc1S(C)(=O)=O	3	0.0%	0.0	15	8	4	0	2	0
O=C(NCc1ccc(Cl)cc1)C1CCC(CNc2c(N3CCOCC3)c(=O)c2=O)CC1 (stereo not given)	2	-0.2%	0.0	-1	-3	8	2	-9	-7
O=C(c1cccs1)c1cn(CC(=O)N2CCc3ccccc3C2)c2ccccc12	-3	-0.3%	1.5	-15	-29	10	7	-17	0
O=C(NC1CCCC1)c1ccc2c(c1)N(Cc1ccccc1)C(=O)c1ccccc1S2	3	1.3%	0.0	19	-25	-3	-1	/	0
COc1ccc(CCNc2ccc(S(=O)(=O)N3CCN(C)CC3)cc2[N+](=O)[O-])cc1	6	-0.3%	-1.2	-32*	4	3	11	65*	-3
CCOC(=O)C1=C(COC(=O)CCC(=O)c2ccc(C)cc2)NC(=O)NC1C (stereo not given)	-1	3.4%	0.0	-21	-10	-3	0	0	-6
CCN(Cc1ccccc1)C(=O)c1ccc(CS(=O)c2ccccc2C)o1 (stereo not given)	-6	1.6%	0.6	-7	7	6	2	10	3
CCOc1ccc(N(Cc2cc3cc(C)ccc3[nH]c2=O)C(=O)c2cccc(Cl)c2)cc1	4	27%	0.1	-2	-9	14	1	/	2
O=C(Nc1ccc(Cl)c([N+](=O)[O-])c1)C(NCCCO)c1ccccc1 (stereo not given)	-2	0.3%	0.4	-9	-8	3	4	3	-3
N=c1sccn1CC(=O)Nc1ccccc1Sc1ccccc1	-10	1.6%	0.2	4	-14	-6	6	3	-2
CCOc1ccc(CCNC(=O)COC(=O)/C=C/c2ccc(OC)c(OC)c2)cc1OCC	2	-0.9%	0.4	6	8	8	1	-2	-4

# Full records, looked up by structure. Order of values: TRHR PAM	RXFP1 ag	D2 ag	D1 antag	RXFP1 antagonist	D2 potentiator	D1 agonist	D2 antag	D1 PAM
# Shown for N=c1sccn1CC(=O)Nc1ccccc1Sc1ccccc1 = -10	1.6%	0.2	4	-14	-6	6	3	-2
# Shown for O=C(NCCCN1CCCC1)C1CCN(C(=O)c2cc3sccc3n2Cc2ccc(F)cc2)CC1 = 1	-0.9%	0.6	4	2	-14	2	5	-3
# Shown for CCOc1ccc(N(Cc2cc3cc(C)ccc3[nH]c2=O)C(=O)c2cccc(Cl)c2)cc1 = 4	27%	0.1	-2	-9	14	1	/	2
# Shown for O=C(c1cccs1)c1cn(CC(=O)N2CCc3ccccc3C2)c2ccccc12 = -3	-0.3%	1.5	-15	-29	10	7	-17	0
# Shown for O=C(Nc1ccc(Cl)c([N+](=O)[O-])c1)C(NCCCO)c1ccccc1 (stereo not given) = -2	0.3%	0.4	-9	-8	3	4	3	-3

# (listing goes on)
Molecule	TRHR PAM	RXFP1 ag	D2 ag	D1 antag	RXFP1 antagonist	D2 potentiator	D1 agonist	D2 antag	D1 PAM
CCN1C(=O)CCC(C(=O)O)C1c1ccc(OC)cc1 (stereo not given)	2	2.6%	-2.1	-19	-10	-4	5	-9	-4
CC(C)(C)NC(=O)NC(=O)CSc1ncccn1	-6	2.3%	2.3	-35*	3	3	4	0	-8
CC(C)C(NC(=O)c1ccccc1F)C(=O)Nc1ccc2c(c1)OCO2 (stereo not given)	1	1.1%	-0.5	3	4	10	-1	-6	-1
COc1cccc(NC(=O)c2ccc(C(=O)c3ccccc3)o2)c1	8	3.0%	-2.1	-24	3	5	4	-14	-7
CCOc1cc(/C=N/NC(=O)c2nn(C)cc2Br)ccc1OCc1ccccc1Cl	2	1.0%	28	7	-2	-7	3	7	-2
COCCOC1CCN(C(=O)c2ccc(OC)c(OC3CCN(C(C)C)CC3)c2)CC1	1	-1.5%	0.1	5	13	9	2	-11	-2
O=C(CSc1nnc(-c2ccccc2F)n1C1CC1)Nc1ccc2[nH]c(=O)[nH]c2c1	13	0.8%	1.2	7	0	2	2	9	1
Cc1nc2ccccc2nc(C)c1=NOCc1ccccc1Cl	-4	-0.1%	-1.8	-27	13	-3	3	-5	-3
Cc1ccccc1CC1(CO)CCCN(Cc2nc(-c3cccs3)oc2C)C1 (stereo not given)	-2	1.3%	-1.2	11	-40	-24	1	20	-5
Cc1cc(C)cc(SCc2noc(C(=O)NCCCN3CCOCC3)c2C(=O)NCCCN2CCOCC2)c1	4	1.1%	0.1	-6	/	11	0	-10	7
O=C(Nc1cccc(F)c1)c1ccc(S(=O)(=O)N2CCOCC2)cc1	-3	0.1%	0.6	-8	/	-1	9	8	-8
O=C(Nc1c2c(nn1-c1ccccc1)CS(=O)C2)c1ccc2c(c1)OCO2 (stereo not given)	3	-0.5%	0.9	-14	-2	-13	4	10	-5

# The list continues.
Molecule	TRHR PAM	RXFP1 ag	D2 ag	D1 antag	RXFP1 antagonist	D2 potentiator	D1 agonist	D2 antag	D1 PAM
Cn1c(NCc2c[nH]c3ccccc23)nc2ccccc21	1	2.4%	0.4	-5	-7	-8	1	-1	-7
CCCc1cc(=O)oc2cc(OCc3ccc(C(=O)O)o3)ccc12	0	-2.0%	-2.0	7	-3	-5	1	1	1
Cc1c(NC(=O)N(C)c2ccccc2)c(=O)n(-c2ccccc2)n1C	4	-0.6%	-2.4	-4	4	-8	-1	-20	8
O=C(Nc1ccccc1Cl)C1C(c2ccccc2)C1(Cl)Cl (stereo not given)	-4	-1.0%	-1.4	-21	6	11	-1	-8	0
CC1=C(C(=O)Nc2ccc(C)cc2C)C(c2ccc([N+](=O)[O-])cc2)n2ncnc2N1 (stereo not given)	-4	-3.4%	/	28	2	27	1	/	0
COc1ccc(Br)cc1CNC(=O)CCSCc1ccc(Cl)cc1	-12	1.0%	-0.6	-6	-7	-13	20	/	-2
COc1cc(/C=N/N2C(C)CCCC2C)cc(OC)c1O (stereo not given)	6	3.4%	-0.1	5	7	11	4	10	-3
Cc1cc(Cl)c(OCCCCN2CCOCC2)c(Br)c1	8	-2.5%	/	-25	-15	-9	5	/	-5
Cc1ccccc1CN1CCN(C(=O)c2cccc3ccccc23)CC1	-4	0.9%	1.6	17	-8	-4	4	-1	-3
COCCNc1nc(N)c([N+](=O)[O-])c(NCC2CCCO2)n1 (stereo not given)	11	0.9%	0.9	41	4	-4	1	1	-4
C=CCNC(=O)CC(C)C(CCCCC)C(=O)O (stereo not given)	-4	0.0%	0.1	-2	-2	5	2	3	3
CC(=O)Nc1cc(C(=O)NCc2ccco2)ccc1Sc1ccc(C)cc1	5	1.7%	-0.7	4	-4	-4	0	-2	-2
CC(=O)Oc1ccc2occ(C(=O)c3cccs3)c2c1	0	0.9%	-2.6	1	-3	-7	1	-15	-5
Cc1ccc(Cl)cc1NC1=C/C(=N\S(=O)(=O)c2cccs2)c2ccccc2C1=O	-1	0.6%	0.6	1	10&1	3	1	-14	16
